# Bioassay records deposited in PubChem BioAssay by National Center for Advancing Translational Sciences (NCATS).
# ERK EGF block: EGF-driven ERK pathway inhibition | HEK293-V1b, EGF-stimulated phospho-ERK AlphaScreen | Potency, µM (doses to about 11.5 µM), for the others: top-dose activity change, negative = inhibition, most hits filed as inhibitors | hit rate 0.41% among 130,000 | AID 1454; active = well fitted inhibition curve with a large enough effect; inconclusive = small, poorly fitted or top-dose-only effect, or effect the other way;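 also: plate controls were stimulated vehicle wells for no effect and unstimulated vehicle basal for full effect; nearly all actives have a fitted effect of over 55% in size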
#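 HEK293 cells stably expressing V1b receptor, serum-reduced (1% FBS) overnight, pretreated 30 min with compound, then stimulated 5 min with 25 nM EGF; phospho-ERK detected by AlphaScreen SureFire. AC50 from Hill fits, normalized to DMSO and EGF.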
# Numbers without * were called inactive; ? = inconclusive; [ ] = another dose, or the depositor's remark. Potency is read from the fitted curve at half-maximal effect. An excerpt; the hit share may differ from the screen's.
entry	SMILES	ERK EGF block
1	Cc1ccccc1/C(N)=N/OC(=O)c1ccc(F)cc1	-10%
2	C/C(=N\NC(=S)NCc1ccccc1)c1ccccc1F	-6%
3	O=C(COc1ncnc2ccccc12)c1ccc(Cl)cc1	-3%
4	COc1ccc(CCNC(=O)C/C(C)=N/NC(=O)C2CCCCC2)cc1OC	-11%
5	O=[N+]([O-])c1cccc2ncccc12	16%[57.5 µM]
6	O=C(Nc1ccccc1)c1ncoc1-c1ccc(Cl)cc1	5%[57.5 µM]
7	C[C@]12C=CC(=O)C=C1CC[C@@H]1[C@@H]2[C@@H](O)C[C@@]2(C)[C@H]1CC[C@]2(O)C(=O)COC(=O)CCC(=O)O	4%
8	O=C(O)CN1C2=NCCCN2c2ccccc21	1%
9	Cc1cccc2nc(CSc3ncccc3C(=O)O)cn12	4%
10	Cc1cccc(C)c1OCC(=O)Nc1ccc(NC(=O)c2ccco2)cc1	-6%
11	CCCn1c(=O)c2[nH]c(-c3ccc(OCC(=O)NCCN)cc3)nc2n(CCC)c1=O	5%
12	Cc1nn(CCO)c(N)c1C1(O)C(=O)Nc2c(Cl)cc(Cl)cc21 (stereo not drawn)	-5%
13	O=C(Oc1ccc2ccc(=O)oc2c1)c1cccs1	9%
14	CCCc1c(C(=O)Nc2cc(C)on2)cnn1-c1ccccc1	-3%[57.5 µM]
15	Cc1nc2ccccc2nc1OCC(=O)Nc1ccc(F)cc1	-11%
16	CC(C)CCC(CC(C)O)c1n[nH]c(=S)n1-c1ccccc1 (stereo not drawn)	5%
17	CC1=C(C)/C(=N/OC(=O)c2cccc([N+](=O)[O-])c2)C=CC1=O	5%
18	O=C(Nc1ccc(OC(F)(F)F)cc1)C1=NCCN1	3%
19	O=[N+]([O-])c1ccc(N2CCOCC2)cc1NCCCO	4%
20	Cc1nc(NCc2ccccc2)c2nc(-c3ccccc3)n(CCN(C)C)c2n1	-3%
21	CNCC(O)CN1CCN(c2ccccc2OC)CC1 (stereo not drawn)	-4%
22	C=C(C)c1cccc(C(C)(C)NC(=O)N(C)C2CCN(C)CC2)c1	-5%
23	CCOC(=O)c1ccc(NC(=S)NN2CCN(C)CC2)cc1	4%
24	S=C(Nc1ccccc1Oc1ccccc1)NC1CCCC1	-4%
25	Cc1cc(C)n(-c2nc3c(c(=O)[nH]c(=O)n3C)n2CC(O)COc2ccc(Cl)cc2Cl)n1 (stereo not drawn)	6%
26	Cc1noc(C)c1-c1nccc(N2CCNCC2)n1	24%
27	O=C(NCc1cccnc1)c1cnc2ccccc2n1	-4%[57.5 µM]
28	COc1ccc2c(C)cc(SCn3nnc4ccccc4c3=O)nc2c1	-6%
29	CS(=O)(=O)c1ccccc1C(=O)NC1CCCc2ccccc21 (stereo not drawn)	-10%
30	O=[N+]([O-])c1cc(Cl)ccc1N1CCCC1	?
31	CNc1oc(-c2cccs2)nc1S(=O)(=O)c1ccccc1	-9%
32	CC(C)(C)C1CCc2c(C(=O)NNC(=O)CCC(=O)O)csc2C1 (stereo not drawn)	-12%
33	COc1ccc(N2C(=O)CC(N3CCN(C(=O)c4ccco4)CC3)C2=O)cc1 (stereo not drawn)	2%
34	O=C(CCSCc1ccc(Cl)cc1)NCCC1=CCCCC1	7%
35	Cc1cc(NC(=O)/C=C/c2ccco2)ccc1NC(=O)c1ccccc1	32%
36	CC(=O)Nc1ccc(NC(=O)C/C(C)=N/NC(=O)C(=O)Nc2ccc(C)c(Cl)c2)cc1	-10%[57.5 µM]
37	CC1=NN(C(=O)c2ccc(Br)cc2)C(O)(c2ccccc2)C1 (stereo not drawn)	?
38	Cc1nc2ccccc2c(=O)n1NC(=O)C1CCC(C(C)(C)C)CC1 (stereo not drawn)	11%
39	O=C1C(Nc2ccccc2)=C/C(=N/S(=O)(=O)c2cccs2)c2ccccc21	14µM*
40	O=C(COC(=O)c1ccc(Cl)c(S(=O)(=O)N2CCCC2)c1)NCc1cccs1	5%
41	O=C(c1cc(F)ccc1F)C1CCCN(C(=O)CSc2ccccn2)C1 (stereo not drawn)	1%[57.5 µM]
42	CCC(C)(C)C1CCC(=NNC(=O)c2ccc(Br)o2)CC1 (stereo not drawn)	-9%
43	Cc1ccc(NC(=O)CC2SC(=O)N(c3ccccc3)C2=O)cc1 (stereo not drawn)	5%
44	Cc1cc(C(=O)N/N=C/c2cc([N+](=O)[O-])cc(C)c2O)n[nH]1	3%
45	Cc1csc2nc3cc(C(N)=O)ccc3c(=O)n12	-7%[57.5 µM]
46	COC(=O)[C@@H]1C(c2ccccc2)(c2ccccc2)[C@@]1(C)C(=O)OC	-4%
47	CN(C)Cc1ccccc1-c1cc(-n2ccnc2)ncn1	0%
48	Cc1sc2nc3ccc(N4CCCC4)nn3c(=O)c2c1C	-2%[57.5 µM]
49	O=C(NC1CCCCC1)c1cc(C2CC2)on1	-7%[57.5 µM]
50	COc1ccc(P(=O)(COc2ccc([N+](=O)[O-])cc2)c2ccc(OC)cc2)cc1	4%
51	COc1cccc2sc(Nc3nc(-c4ccncc4)cs3)nc12	-1%
52	COc1cccc(CN2CCN(Cc3nc4c(s3)CCCC4)CC2CCO)c1 (stereo not drawn)	3%
53	COc1cc(C)c(C(=O)Oc2cc(C)c(C(=O)O)c(O)c2C)c(OC)c1C	16%
54	CCC1CCCCN1C(=O)COC(=O)c1cc(Br)ccc1Cl (stereo not drawn)	-6%
55	O=C(O)c1ccc(COc2ccccc2C=C2C(=O)c3ccccc3C2=O)cc1	2%
56	CCO[C@H]1OC(C(=O)O)=C[C@@H](C2CC2)[C@@H]1CCCO	-9%[57.5 µM]
57	O=C1c2ccsc2SCCN1Cc1ccccc1	?
58	O=C(Cc1cccs1)N/N=C/C=C/c1ccccc1[N+](=O)[O-]	0%[57.5 µM]
59	Cn1nnnc1SCCNCc1ccccc1OCc1ccccc1	-6%
60	COc1ccc(-c2[nH]ncc2CNC(C)c2cn(C)nc2C)c(F)c1 (stereo not drawn)	-4%

# (listing goes on)
entry	SMILES	ERK EGF block
61	CCOC(=O)CC(NC(=O)CCc1c(C)nc2nc(C)nn2c1C)c1ccc(OC(C)C)cc1 (stereo not drawn)	-8%
62	Cc1cc(/C=C/c2ccc3cc(N(C)C)ccc3[n+]2C)c(C)n1-c1ccccc1	?
63	CCOC(=O)c1nn(-c2ccc(F)cc2)c2nc(Nc3ccccc3)cc(=O)n12	8%
64	CCOC(=O)N1CCN(c2c(NCc3ccccc3Cl)c(=O)c2=O)CC1	1%[57.5 µM]
65	Cn1cc(C(=O)NCCO)c(=O)c2ccccc21	-14%
66	Cc1ccc(C)c(NC(=S)N(Cc2cccc(Br)c2)CC2CCC(C(=O)O)CC2)c1 (stereo not drawn)	3%
67	Cc1ccc2nc(-c3ccccc3)c(CC(=O)O)c(C(=O)O)c2c1	11%
68	Oc1ccc2ccccc2c1C=Nc1ccccc1	10%[57.5 µM]
69	CN(CC(=O)NC1CCCc2ccccc21)S(=O)(=O)c1cccs1 (stereo not drawn)	1%
70	O=C(O)c1cc(NC(=O)c2ccc(Cl)c([N+](=O)[O-])c2)cc(C(=O)O)c1	29%
71	O=C(CN1CCCCC1)Nc1ccc(NC(=O)c2ccccc2Cl)cc1Cl	7%
72	CN1CCN(/C=C(\C#N)S(=O)(=O)c2ccc(Cl)cc2)CC1	-3%[57.5 µM]
73	Cn1c(-c2cccc(Br)c2)n[nH]c1=O	-4%
74	COc1ccc(CN2CCNC(=O)C2CC(=O)N(C)Cc2ccncn2)c(OC)c1 (stereo not drawn)	7%
75	Cc1cc(/C=C(\C#N)C(=O)N2CCOCC2)c(C)n1C1CCCC1	-7%[57.5 µM]
76	O=C(C[n+]1ccc(C(=O)NCCCO)cc1)c1cccc(Br)c1	10%[57.5 µM]
77	COc1ccc(-n2nc(C(=O)NCC(=O)N3CCN(c4ccccn4)CC3)c3ccccc3c2=O)cc1OC	1%
78	Cc1ccc(CNC(=O)C(Cc2ccccc2)NS(=O)(=O)c2ccc(Br)s2)cc1 (stereo not drawn)	-2%
79	Cc1sc2ncnc(SCC(=O)N3c4ccccc4Sc4ccc(Cl)cc43)c2c1C	-1%
80	O=C(Cn1cc(SCc2cccc(Cl)c2)c2ccccc21)N1CCOCC1	4%
81	CCNc1ncc2nc(C)c(=O)n(Cc3cccc(OC)c3)c2n1	2%
82	CSc1ncc(Cl)c(C(=O)Nc2ccccc2Br)n1	2%[57.5 µM]
83	CN(C)c1ccnc(-c2cccc(NS(C)(=O)=O)c2)n1	16%
84	CCN1CCc2nc(N)oc2CC1	-1%
85	O=S(=O)(c1ccccc1)N1CCC2(CCN(c3ccc(-c4ccccc4)cc3)CC2)CC1	5%
86	CCc1ccc(-c2nc(NC(=O)c3ccc(OCC(=O)Nc4ccc(F)cc4)c(OC)c3)sc2C)cc1	-3%
87	Cc1nc(NC(=O)COc2ccc(Cl)cc2)sc1C(=O)N(C)C	-2%
88	Cc1cc(C)[n+](-c2ccc(C(C)C)cc2)c2[nH]c(=O)[nH]c(=O)c12	1%
89	Cc1c(CCO)sc[n+]1CC(=O)OCCC12CC3CC(CC(C3)C1)C2	4%
90	Cc1nc(N2CCOCC2)c2nc(-c3ccccc3)n(C(C)CN(C)C)c2n1 (stereo not drawn)	1%

# 2 entries drawn at random from the list so far:
entry	SMILES	ERK EGF block
2	C/C(=N\NC(=S)NCc1ccccc1)c1ccccc1F	-6%
45	Cc1csc2nc3cc(C(N)=O)ccc3c(=O)n12	-7%[57.5 µM]

# Remaining list, next part.
entry	SMILES	ERK EGF block
91	Cc1ccc2nc(-c3ccc(SCC(=O)Nc4nc(C)cs4)nc3)[nH]c2c1	-11%
92	CCOC(=O)Cc1cc(=O)n2[nH]c(-c3ccccc3)c(-c3ccccc3)c2n1	2%
93	O=C(O)CCCC(=O)Nc1ccc(Oc2cccc(C(F)(F)F)c2)nc1	-13%[57.5 µM]
94	CC1(C)OC(=O)N(CC(=O)Nc2ccccc2)C1(C)O (stereo not drawn)	-11%
95	O=C(CC1C(=O)NCCN1Cc1c(F)cccc1Cl)NC1CCCCCC1 (stereo not drawn)	1%[57.5 µM]
96	COc1cc(-c2nc(C)c(C(C)=O)n2O)ccc1OCC(=O)Nc1ccc(Cl)cc1	3%
97	CCC(=O)N1CCN(c2ccccc2NC(=S)NC(=O)c2cccc([N+](=O)[O-])c2)CC1	0%
98	O=C(O)c1cc(-c2ccco2)[nH]n1	4%
99	CC(C)NC(=O)COc1ccc2c(c1)C(=O)CC(C)(C)O2	-16%
100	CCOC(=O)C1(Cc2ccccc2Cl)CCN(C(=O)CN2CCOC2=O)CC1	-4%
101	Nc1nnc(SCCCC(=O)c2ccc(F)cc2)s1	9%
102	C=CCN(CC=C)c1ccc(N2C(=O)C3CCCCC3C2=O)cc1[N+](=O)[O-] (stereo not drawn)	?
103	CN(CCNC(=O)CCCOc1cc(=O)n(C)c2ccccc12)Cc1ccccc1	-4%
104	COc1cccc(CC2(CO)CCN(Cc3cnc(N4CCOCC4)s3)CC2)c1	2%
105	Cc1onc(-c2c(Cl)cccc2Cl)c1NC(=O)NNc1ccccc1	3%[57.5 µM]
106	Cc1oc(-c2ccoc2)nc1CN(Cc1ccccc1)CC1CC1	-2%
107	COc1cccc(Nc2nc3ccccc3c(=O)[nH]2)c1	5%
108	CC1CC(C)(C)CC2(C1)NC(=O)N(CC(=O)NC1CCCc3ccccc31)C2=O (stereo not drawn)	0%
109	COc1cc(C2CC(=O)Oc3c(C(CCN4CCOCC4)c4ccc(N(C)C)cc4)c(OC)cc(OC)c32)cc(OC)c1OC (stereo not drawn)	?
110	O=c1c2ccccc2c(-c2ccccc2)nn1-c1ccccc1	-4%[57.5 µM]
111	COC(=O)/C(=N/Nc1ccccc1Cl)Sc1nnc(C(O)c2ccccc2)n1-c1ccccc1 (stereo not drawn)	12%
112	NS(=O)(=O)c1ccc(NC(=O)COC(=O)c2cc(Cl)ccc2[N+](=O)[O-])cc1	-8%[57.5 µM]
113	CCN(CC)c1ccc(CNc2nc3ccccc3n2CC)cc1	3%[57.5 µM]
114	CC(C)c1cccc2nc3c(c([Si](C)(C)C)c12)Cn1c-3cccc1=O	-1%
115	O=C(/C=C/c1cccc(F)c1)Nc1ccc(S(=O)(=O)Nc2ncccn2)cc1	-3%[57.5 µM]
116	CCCCCCC(=O)N/N=C(\C)Cc1ccccc1	2%
117	COc1ccc(C(=O)CN2CCN(S(=O)(=O)c3cccc([N+](=O)[O-])c3)CC2)cc1	3%
118	Cc1ccc(/C=C/C(=O)OCc2nc(N)nc(Nc3ccccc3C)n2)o1	2%

# Compounds from the list above containing a tert-butyl group, in the order listed:
entry	SMILES	ERK EGF block
32	CC(C)(C)C1CCc2c(C(=O)NNC(=O)CCC(=O)O)csc2C1 (stereo not drawn)	-12%
38	Cc1nc2ccccc2c(=O)n1NC(=O)C1CCC(C(C)(C)C)CC1 (stereo not drawn)	11%

# Rewritten as labelled records: part of the list above
104. COc1cccc(CC2(CO)CCN(Cc3cnc(N4CCOCC4)s3)CC2)c1
  ERK EGF block = 2%

105. Cc1onc(-c2c(Cl)cccc2Cl)c1NC(=O)NNc1ccccc1
  ERK EGF block = 3%[57.5 µM]

106. Cc1oc(-c2ccoc2)nc1CN(Cc1ccccc1)CC1CC1
  ERK EGF block = -2%

107. COc1cccc(Nc2nc3ccccc3c(=O)[nH]2)c1
  ERK EGF block = 5%
